14-3-3 Bad PPI = disrupts binding of bovine 14-3-3 zeta to phospho-Bad peptide | AID 781 | TR-FRET 14-3-3zeta/Dy647-pBad peptide displacement, 1 h | inhibition, % at 21.7 µM | P63103 | actives 0.71% (n = 220,000);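 active = inhibition above about 70%, limit read from the data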;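 note: 0% = full 14-3-3 plus peptide FRET controls and 100% = background without 14-3-3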
Target sequence (P63103 whole entry, looked up): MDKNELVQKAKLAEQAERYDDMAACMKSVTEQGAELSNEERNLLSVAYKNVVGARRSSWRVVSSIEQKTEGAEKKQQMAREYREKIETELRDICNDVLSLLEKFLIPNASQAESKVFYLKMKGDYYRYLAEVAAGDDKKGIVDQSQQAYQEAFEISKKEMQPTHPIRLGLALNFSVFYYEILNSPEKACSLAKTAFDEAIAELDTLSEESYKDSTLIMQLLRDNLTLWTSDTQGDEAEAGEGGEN
zfTRPN1 agonist = activates the zebrafish TRPN1 channel; HEK293 zebrafish TRPN1-YFP, Fluo-8 calcium fluorescence; 100% = response to 87 µM carbachol; activation, % at 3 µM; actives 0.18% (n = 220,000);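 active = activation above its plate's cutoff, the mean activation of test wells on that plate plus 3 SD, cut at about 19% in these data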;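 note: 0% = DMSO alone and 100% = 87 µM carbachol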
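Material: zebrafish TRPN1-YFP in HEK293 cells; Doses: single test compound dose, 3 µM nominal, 0.3% DMSO; Timing: dye loading 1 h at 37 °C, then 30 min room temperature; Technique: intracellular calcium fluorescence with Fluo-8; Benchmarks: high carbachol 87 µM, low DMSO alone.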
NPY Y1 blocker = NPY-Y1 (human) receptor antagonism | actives 1% (n = 200,000) | inhibition, % at 3.6 µM | AID 1040 | HEK293-CNG Y1 cells, membrane potential fluorescence; NPY at EC95, then isoproterenol | P25929;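 active = inhibition above the campaign mean inhibition of all tested compounds plus 3 SD, cut at about 20% in these data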;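 note: 0% = DMSO wells given NPY plus isoproterenol and 100% = isoproterenol alone without NPY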
Target sequence (P25929 whole entry, looked up): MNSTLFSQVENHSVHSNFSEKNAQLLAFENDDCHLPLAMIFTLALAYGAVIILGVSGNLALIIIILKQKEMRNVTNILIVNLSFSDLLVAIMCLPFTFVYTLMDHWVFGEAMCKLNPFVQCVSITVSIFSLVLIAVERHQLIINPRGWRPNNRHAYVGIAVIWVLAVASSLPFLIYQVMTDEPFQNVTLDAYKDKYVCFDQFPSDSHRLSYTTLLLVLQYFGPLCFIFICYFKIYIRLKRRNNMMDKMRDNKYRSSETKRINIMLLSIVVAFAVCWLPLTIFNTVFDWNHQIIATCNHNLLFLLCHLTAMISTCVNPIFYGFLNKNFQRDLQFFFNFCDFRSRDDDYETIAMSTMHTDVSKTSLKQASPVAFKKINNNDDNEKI
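Material: HEK293 cells co-expressing NPY Y1 receptor and cyclic-nucleotide gated channel. Timing: compound incubation 1 h at room temperature, readout 45 min post-stimulation. Signal: fluorescence, membrane potential probe.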
CHOP inhibitor = blocks CHOP induction under ER stress | CHO-K1 CHOP-promoter luciferase, tunicamycin-induced, 15-18 h | actives 3.8% (n = 220,000) | inhibition, % at 10 µM;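 active = compounds that reduced the stress-induced luciferase reporter signal by more than about 70% of percent inhibition, limit read from the data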;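 note: 0% = tunicamycin plus vehicle and 100% = wells without tunicamycin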
EP2 antag = inhibitors of human EP2 prostaglandin E2 receptor; inhibition, % at 25 µM; C6 glioma cells expressing human EP2, cAMP TR-FRET; cells stimulated with saturating PGE2; actives 0.52% (n = 260,000); AID 1422; P43116;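 active = percent inhibition above 40 after rounding to a whole number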;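 note: rat C6 glioma host cells with rolipram phosphodiesterase inhibitor present; the protocol text gives 20 µM as final concentration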
Target sequence (P43116 whole entry, looked up): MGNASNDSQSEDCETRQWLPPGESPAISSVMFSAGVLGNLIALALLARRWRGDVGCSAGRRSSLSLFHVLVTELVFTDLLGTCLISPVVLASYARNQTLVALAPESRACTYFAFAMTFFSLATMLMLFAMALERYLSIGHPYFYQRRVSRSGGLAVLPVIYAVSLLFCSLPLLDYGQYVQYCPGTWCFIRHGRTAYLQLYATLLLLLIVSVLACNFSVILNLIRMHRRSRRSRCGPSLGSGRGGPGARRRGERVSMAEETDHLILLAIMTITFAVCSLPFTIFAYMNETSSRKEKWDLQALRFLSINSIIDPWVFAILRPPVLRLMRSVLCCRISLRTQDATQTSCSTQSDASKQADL
PPC-1+TRAIL kill = compounds killing PPC-1 cancer cells with TRAIL present (potentiator screen, no TRAIL-free arm); PPC-1 cells + TRAIL, ATPLite viability luminescence; cell killing (% activity), % at 4 µM; actives 0.41% (n = 220,000);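 active = cell killing above 50% in the first pass at 4 µM, then a duplicate retest at 5 µM averaging 50% or more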;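 note: plate controls were cells with TRAIL plus DMSO for no effect and medium-only wells lacking cells for full effect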
EP2 mod = modulates human prostaglandin E2 receptor EP2 signaling | P43116 | EP2-expressing cells, cAMP HTRF FRET, PGE2 co-stimulation | actives 0.83% (n = 260,000) | induction, % at 25 µM | AID 940;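 active = compounds whose cAMP rise, as percent of the full-agonist control response, exceeds 60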;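 note: rat C6 glioma line stably carrying human EP2 under a CMV promoter; the protocol text gives 20 µM as final concentration; 100% = response of wells given 1 µM PGE2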
NPY-Y1 PAM-ag = human NPY-Y1 potentiation or agonism, primary screen | P25929 | NPY-Y1 expressing cells, potentiator/agonist activation | activation, % at 3.6 µM | actives 0.37% (n = 220,000); in the data active = activation above about 33%, passing the limit was not always enough;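 note: cells stimulated with NPY at EC10 then isoproterenol at EC100; 0% = low agonist plus stimulus and 100% = saturating agonist plus stimulus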
TRPML3 ag = human mucolipin-3 channel agonism; HEK293 TRPML3-YFP, Fluo-8 calcium fluorescence; 100% = the carbachol control signal; activation, % at 3 µM; actives 0.29% (n = 220,000); Q8TDD5;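 active = activation above its plate's cutoff, the mean activation of the plate's test wells plus 3 SD, cut at about 12% in these data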;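 note: 0% = DMSO only wells and 100% = carbachol wells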
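system = HEK293 cells stably carrying human TRPML3-YFP | doses = one concentration, 3 µM nominal, 0.3% DMSO | timing = dye loading 1 h 37 °C then 30 min ambient, 125 s read | detection = Fluo-8 calcium dye fluorescence, ex 470-495, em 515-575 nm | benchmarks = high control carbachol 87 µM, low control DMSO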
The depositor's hits bear a star; . = no result given; & = joins results of further samples; [ ] = remark or other dose. A portion of the library, so the mix of outcomes need not match the whole.

Start of the listing, in advance, 10 compounds:
Second line of a record: 14-3-3 Bad PPI, zfTRPN1 agonist, NPY Y1 blocker, CHOP inhibitor, EP2 antag, PPC-1+TRAIL kill, EP2 mod, NPY-Y1 PAM-ag, TRPML3 ag
- C=CCN1C(=O)C2(NC(=O)c3ccccc3N2)c2ccccc21 (centres undefined)
    -5, 2.2, 3, 28, 3, 5, 11, 7, -0.2
- O=C(C1CCCN(S(=O)(=O)c2cccc3nsnc23)C1)N1CCN(c2ccccn2)CC1 (centres undefined)
    3, 2.2, 10, 36, 8, 12, 1, -7, 0.8
- COc1ccc(OCCNC(=O)Nc2cc(F)c(F)cc2Cl)cc1
    0, -0.5, 7, 9, 15, 9, -33, -20, -0.1
- Fc1ccc(NC(=S)NCc2cccs2)cc1
    5, 0.8, 4, 14, 5, 27, -41, -12, 0.1
- CCOC(=O)c1[nH]nc(-c2cc(CC)c(O)cc2O)c1-c1cscn1
    -13, 1.9, -2, 18, 6, 14, 7, 2, 1.0
- COc1ccc2[nH]c(=O)c(-c3nnn(-c4ccccc4)n3)cc2c1
    -9, -1.3, 4, -13, 0, 10, -42, 6, -0.3
- Cc1nn(C)c(C(=O)Sc2ccccc2)c1[N+](=O)[O-]
    -4, -1.1, ., 38, 8, 4, 14, 1, 0.2
- O=C(Nc1ccc(S(=O)(=O)N2CCCC2)cc1)C1CC(=O)N(c2ccccc2)C1 (centres undefined)
    7, 0.9, 0, 5, 5, 18, 3, 0, 0.7
- COc1cc(NC(=O)CN2CCN(c3ccccc3O)CC2)c(C)cc1[N+](=O)[O-]
    -6, 3.5, 2, 29, 13, 34, -33, -1, 1.7
- Cc1c(/C=N/NC(=O)c2sc3ccccc3c2Cl)cnn1C
    -9, -1.1, -2, -20, 17, -8, -44, -9, 0.1

The list itself, previewed entries included:
Second line of a record: 14-3-3 Bad PPI, zfTRPN1 agonist, NPY Y1 blocker, CHOP inhibitor, EP2 antag, PPC-1+TRAIL kill, EP2 mod, NPY-Y1 PAM-ag, TRPML3 ag
- C=CCN1C(=O)C2(NC(=O)c3ccccc3N2)c2ccccc21 (centres undefined)
    -5, 2.2, 3, 28, 3, 5, 11, 7, -0.2
- O=C(C1CCCN(S(=O)(=O)c2cccc3nsnc23)C1)N1CCN(c2ccccn2)CC1 (centres undefined)
    3, 2.2, 10, 36, 8, 12, 1, -7, 0.8
- COc1ccc(OCCNC(=O)Nc2cc(F)c(F)cc2Cl)cc1
    0, -0.5, 7, 9, 15, 9, -33, -20, -0.1
- Fc1ccc(NC(=S)NCc2cccs2)cc1
    5, 0.8, 4, 14, 5, 27, -41, -12, 0.1
- CCOC(=O)c1[nH]nc(-c2cc(CC)c(O)cc2O)c1-c1cscn1
    -13, 1.9, -2, 18, 6, 14, 7, 2, 1.0
- COc1ccc2[nH]c(=O)c(-c3nnn(-c4ccccc4)n3)cc2c1
    -9, -1.3, 4, -13, 0, 10, -42, 6, -0.3
- Cc1nn(C)c(C(=O)Sc2ccccc2)c1[N+](=O)[O-]
    -4, -1.1, ., 38, 8, 4, 14, 1, 0.2
- O=C(Nc1ccc(S(=O)(=O)N2CCCC2)cc1)C1CC(=O)N(c2ccccc2)C1 (centres undefined)
    7, 0.9, 0, 5, 5, 18, 3, 0, 0.7
- COc1cc(NC(=O)CN2CCN(c3ccccc3O)CC2)c(C)cc1[N+](=O)[O-]
    -6, 3.5, 2, 29, 13, 34, -33, -1, 1.7
- Cc1c(/C=N/NC(=O)c2sc3ccccc3c2Cl)cnn1C
    -9, -1.1, -2, -20, 17, -8, -44, -9, 0.1
- COC(=O)[C@H](Cc1ccccc1)NC(=O)N(C)Cc1ccccc1
    -11, -0.5, ., 8, 9, 2, -4, 16, 0.0
- CCOC(=O)CC1C(C(=O)OCC)ON2OC(C(=O)OC)C(C(=O)OCC)C12 (centres undefined)
    8, -0.3, -4, 29, 6, -8, 24, 1, 1.6
- O=C(c1ccc(Br)cc1)N1CCCC1
    7, -0.6, 3, 26, 18, 17, 35, 14, -0.3
- COC(=O)CC(NC(=O)c1ccc(C)cc1)c1ccc2c(c1)OCO2 (centres undefined)
    4, -0.1, -3, 14, 5, 9, -11, -30, 0.5
- CCOC(=O)C(Cc1c[nH]c2ccccc12)NC(=O)CNC(C)=O (centres undefined)
    -2, 0.6, -3, -7, 17&5, -7, 6&18, -1, -0.4
- Cc1cccc(-n2ccnc2SCC(=O)O)c1C
    -14, 1.2, 0, 6, 7, 0, 12, 2, 1.4
- CC(C)c1ccc(S(=O)(=O)N2CCN(CCC(=O)Nc3ccc(N(C)C)cc3)CC2)cc1
    -3, -1.1, -4, 40, 9, 4, 13, 31, -0.5
- CN(C)CCN1C(=O)C(O)=C(C(=O)c2cc3ccccc3o2)C1c1cccc(Br)c1 (centres undefined)
    -7, -1.4, -5, -4, 27, 7, 46, 15, -0.8
- CCOc1cc(C2C(C#N)=C(N)Oc3n[nH]c(-c4ccncc4)c32)cc([N+](=O)[O-])c1O (centres undefined)
    0, 0.3, 0, -9, 7, 26, 13, 6, -0.2
- CCCNC(=O)c1ccc(SC)cc1OC
    1[fluorescence artefact?], -1.5, 6, 31, 9, 20, 27, 15, -0.2
- CC[C@@H](C)[C@H](NC(=O)OC(C)(C)C)c1nnc(S(=O)(=O)Cc2cc(C)ccc2C)o1
    -5, 0.7, -4, 115*, 10, 5, -22, -14, 4.2
- COc1ccc[nH]c1=O
    -3[fluorescence artefact?], 0.8, 4, 15, 14, -7, 13, -15, 1.0
- C=CCN(c1ccccc1OC)S(=O)(=O)c1cccc(C(=O)OCC(=O)c2c[nH]c3ccccc23)c1
    -6, 1.2, -4, 73*, 6, -1, 24, 19, 0.7
- COc1cc2c(cc1OC)CN(C(=O)C(C)(C)C)CC2
    1, -0.4, 0, -19, 9, 13, -2, 1, 0.2
- O=C(CCS(=O)(=O)c1ccccc1)Nc1nc2cc3c(cc2s1)OCO3
    -9, 0.4, ., 11, 8, 10, -36, 5, 0.6
- O=C(O)CCCCn1c(SCc2ccccc2Cl)nc2ccsc2c1=O
    -13, 1.4, 9, -3, 5, 28, 32, -2, 1.2
- Cc1ccc(NCc2nnc(SCC(=O)c3ccc4c(c3)OCCO4)o2)c(C)c1
    12, 1.0, 7, 22, 10, 11, -30, -7, 0.3
- CCC(C)[C@H](NC(=O)NCCC1=CCCCC1)C(=O)OC (some centres undefined)
    1, 1.6, ., 12, 5, 6, 5, 28, 0.5
- COC(=O)CNC(=O)C12CC3CC(C1)CC(c1ccc(C)cc1)(C3)C2
    -12, -0.1, 6, 15, 5, 1, -28, 6, -0.1
- CNC(=O)c1sc(-c2ccccc2)nc1C
    7, -0.6, -6, -10, -7, 12, -3, 12, 0.0
- COC(=O)c1sccc1NC(=O)C1CCCCC1C(=O)O (centres undefined)
    -2, 0.1, 0, 8, 9, 3, 19, -9, 0.6
- NS(=O)(=O)c1ccc(NC(=O)c2ccc(S(=O)(=O)N3CCOCC3)o2)cc1
    1, 1.7, ., -18, 8, 7, 3, 6, 1.1
- O=[N+]([O-])c1ncccc1Oc1nc(-c2cccnc2)nc2ccccc12
    8, 0.1, -2, 22, -4, 8, -14, -9, 0.5
- CCN(CC)S(=O)(=O)c1ccc(F)cc1
    -1[fluorescence artefact?], 1.8, 4, 17, 6, 8, 3, -20, 0.4
- O=C(NNC(=O)c1cc(-c2cccnc2)nc2ccccc12)Nc1ccc(Cl)cc1
    8, 3.7, -6, 25, 28, 12, -41, -6, 3.1
- OCCN(Cc1ccccc1)Cc1ccc(Cl)cc1Cl
    87*, -2.0, 9, 67, 9, 6, 32, 7, 0.4
- CC(Oc1ccc(Cl)cc1)c1ccnn1S(=O)(=O)c1ccccc1 (centres undefined)
    -13, -1.8, 18, 34, 7, 2, 23, -3, 0.6
- CSc1ccccc1C(=O)Nc1nc2ccccc2[nH]1
    5, -0.6, 0, -38, 5, 11, -41, -14, -0.8
- CCCCOc1c(Br)cc(/C=N/O)cc1OCC
    7, -2.1, 14, 54, ., 13, 66*, -16, -0.5
- CCC(=O)c1ccc(OCC(=O)O)c(OC)c1
    -1, 0.3, -6, 13, 7, 18, 13, 3, 0.8
- CCOC(=O)C1CCN(Cc2ccc(O)c(OC)c2)CC1
    84*, -0.5, 1, -3, 9, 9, 2, -1, 0.0
- CCOC(=O)CSc1nc2ccccc2c(=O)n1CC1CCCO1 (centres undefined)
    7[fluorescence artefact?], -0.7, 5, 23, 5&13, 2, -8&0, 1, -0.7
- CC(C)CN1C(=O)NC(NC(=O)c2cccnc2)(C(F)(F)F)C1=O (centres undefined)
    -4, -1.1, -2, 3, 4, 10, 15, -6, 0.2
- Cc1ccc(-c2cc(C(=O)N/N=C/c3c[nH]c4ccccc34)n[nH]2)o1
    -4, -1.5, -4, 27, 5, 36, 0, 8, 0.7
- C=CCn1c(SCc2c(C(=O)OC)sc(N)c2C(=O)OC)nnc1-c1ccc(Cl)cc1
    7, -0.2, 8, 16, 11, 3, 14, -13, 0.3
- O=C1Nc2ccccc2N(O)N1c1ccc(S(=O)(=O)N2CCOCC2)cc1
    1, -0.3, 5, 4, 5, 2, 13, 13, 0.6
- c1ccc2oc(-c3ccc(Nc4nc(N5CCCC5)nc(N5CCOCC5)n4)cc3)nc2c1
    -21, 2.4, 6, 14, 2, 21, 8, 7, 1.3
- Cc1cc(=O)oc2cc(OCC(=O)OCC(=O)Nc3ccc(C(C)C)cc3)ccc12
    10, -1.0, 9, -18, 11, 6, 20, 2, -0.4
- O=C(c1cc2ccc([N+](=O)[O-])cc2oc1=O)N1CCOCC1
    2, 0.4, -1, 31, 6, 14, -14, -1, 0.9
- O=C(CN1C(=O)c2ccccc2C1=O)N1CCN=C1c1ccccc1
    -3, 2.5, ., 10, 8, 15, -5, 7, -0.3
- CN1C(=O)C2(C(C#N)=C(N)N(c3cc(Cl)cc(Cl)c3)C3=C2C(=O)CC(C)(C)C3)c2ccccc21 (centres undefined)
    -10, -1.7, -3, 26, 12, 18, 24, 27, -0.3
- CCS(=O)(=O)NCCc1csc(-c2cccnc2)n1
    10[fluorescence artefact?], 1.6, 0, 3, 6, 4, 10, 14, 1.5
- CC(/C=N/NC(=O)c1cc(C(C)C)[nH]n1)=C\c1ccccc1
    -7[fluorescence artefact?], -0.6, -3, 20, 7, 9, 5, 0, -0.6
- COCCNC(=O)C(=O)NNS(=O)(=O)c1ccc2ccccc2c1
    8, 1.2, 13, 10, 5, 2, 1, -12, 0.4
- COc1cnc(-c2ccccn2)nc1Sc1ccc(Cl)cc1
    4, -0.1, 12, 30, 6, 4, 12, -56, 0.1
- Cc1cc(C)nc(/N=C(/NC(=O)c2ccccc2)Nc2ccccc2)n1
    4, -0.4, 2, 12, 8, 11, 13, 9, 1.0
- O=C(COC(=O)c1cc([N+](=O)[O-])ccc1NCCO)c1ccccc1
    -5, 1.6, -5, 4, 11, 23, -9, 9, -0.2

Screening results as filed in PubChem BioAssay.
